Screening results as filed in PubChem.
TAAR1 antag: antagonists of human TAAR1 | Q96RJ0 | CHO RD-HGA16 TAAR1, Fluo-8 calcium fluorescence, antagonist | inhibition, % at 3 µM | 1.5% of 360,000 active | AID 624466;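 active = inhibition above a per-plate cutoff, the mean inhibition of test compounds on that plate plus 3 SD, cut at about 49% in these data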;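 also: 0% = DMSO plus EC80 beta-PEA response and 100% = DMSO alone without agonist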
Target sequence (Q96RJ0 whole entry, looked up): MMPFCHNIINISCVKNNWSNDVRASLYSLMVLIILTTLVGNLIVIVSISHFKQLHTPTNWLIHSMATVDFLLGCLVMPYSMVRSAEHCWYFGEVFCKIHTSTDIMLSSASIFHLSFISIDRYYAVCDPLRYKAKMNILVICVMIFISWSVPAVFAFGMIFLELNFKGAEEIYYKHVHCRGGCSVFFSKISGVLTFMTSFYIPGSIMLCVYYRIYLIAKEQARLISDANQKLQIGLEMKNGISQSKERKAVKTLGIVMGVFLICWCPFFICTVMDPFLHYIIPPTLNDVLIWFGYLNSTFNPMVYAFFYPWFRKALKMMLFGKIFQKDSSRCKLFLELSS
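Test system: hTAAR1-expressing CHO RD-HGA16 cells, Gα16-coupled; Probe or stimulus: EC80 β-phenethylamine stimulus; Compound dosing: single nominal final test compound concentration of 3 µM; Timing: 140 s kinetic read after compound, 140 s after agonist; Signal: Fluo-8 calcium-sensitive fluorescence; Measure: % inhibition of agonist calcium response; Controls: DMSO and EC80 PEA controls.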
TAAR1 ag: human TAAR1 agonism. Q96RJ0. CHO RD-HGA16 TAAR1, Fluo-8 calcium fluorescence; vehicle wells 0%, saturating PEA agonist 100%. activation, % at 3 µM. 0.99% of 360,000 active;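 active = activation above the mean activation of all test compounds in the run plus 3 SD, cut at about 38% in these data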
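Assay system – CHO-derived RD-HGA16 cells with stable Gα16 and human TAAR1 · Compound dosing – one-point dosing at 3 µM (nominal) · Incubation – 17-24 h seeding, 75 min 37 °C dye, 30 min RT · Measured by – kinetic Fluo-8 calcium fluorescence · Control set – DMSO vehicle as 0%, PEA at EC100 as 100% · Repeats – single well for each compound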
V1aR counter: counter-screen for oxytocin receptor agonists: human V1a receptor agonists; P37288; activation, % at 3 µM; 0.25% of 320,000 active; CHO-V1R cells, Fluo-8 calcium fluorescence, agonist mode; 0% DMSO, 100% 3 nM vasopressin;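 active = activation above the mean activation of all tested compounds plus 3 SD, per screening run, cut at about 20% in these data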;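 also: signal is peak over basal fluorescence ratio across a 100 second FLIPR read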
Target sequence (P37288 whole entry, looked up): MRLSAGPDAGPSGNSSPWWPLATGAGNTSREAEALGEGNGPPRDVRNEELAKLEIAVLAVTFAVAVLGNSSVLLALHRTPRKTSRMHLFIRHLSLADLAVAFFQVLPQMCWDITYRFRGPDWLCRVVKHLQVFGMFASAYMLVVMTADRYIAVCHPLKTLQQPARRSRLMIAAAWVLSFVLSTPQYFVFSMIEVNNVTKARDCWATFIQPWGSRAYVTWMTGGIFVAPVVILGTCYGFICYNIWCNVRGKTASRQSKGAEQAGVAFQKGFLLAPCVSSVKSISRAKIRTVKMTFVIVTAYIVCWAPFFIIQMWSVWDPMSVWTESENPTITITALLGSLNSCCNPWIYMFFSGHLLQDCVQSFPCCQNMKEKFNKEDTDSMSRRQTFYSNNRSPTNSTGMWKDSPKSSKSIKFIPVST
CHO parental Ca: signal in parental CHO cells, OX1R antagonist counter-screen. parental CHO-K1, ATP-induced calcium, Fluo-8 fluorescence. inhibition, % at 5.6 µM. 0.63% of 330,000 active. AID 463079;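 active = inhibition above that plate's mean sample inhibition plus 3 SD, cut at about 26% in these data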;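 also: 0% = ATP-challenged DMSO wells and 100% = DMSO wells without ATP; some compounds past the cut are filed as inactive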
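Test system: untransfected parental CHO cell line; also added: ATP stimulus; dosing: 5.6 µM, single dose; signal: calcium-sensitive Fluo-8 fluorescence; measure: percent inhibition of ATP-evoked calcium rise, normalized to controls; benchmarks: low control ATP plus DMSO, high control DMSO only; replication: one well per compound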
OXTR potentiator: human OXTR potentiation; P30559; activation, % at 3 µM; CHO-OTR cells, Fluo-8 calcium fluorescence, potentiator mode; 0% = oxytocin EC15, 100% = EC100; 0.061% of 320,000 active;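 active = activation above that plate's cutoff, the mean activation of tested compounds plus 3 SD, cut at about 6.6% in these data, passing the limit was not always enough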;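 also: 100% uses oxytocin at 75 nM as the full agonist control; some results filed as inactive read as strong as hits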
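Replication – single well per compound, singlicate · Assay system – CHO cell line stably expressing human OTR · Timing – 6 min pre-incubation, 100 s read · Measure – normalized max/min fluorescence ratio, % activation · Doses – 3.0 µM, one dose · Detection – Fluo-8 calcium dye fluorescence · Probe or stimulus – oxytocin near EC15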
CHO-K1 Ca antag: counter-screen for M1 antagonists: effect in parental CHO-K1 cells; 0.6% of 360,000 active; ATP-induced calcium, Fluo-8 fluorescence; AID 602250; inhibition, % at 3 µM;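 active = inhibition above a per-plate cutoff, the plate's mean sample inhibition plus 3 SD, cut at about 24% in these data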;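 also: 0% = DMSO plus EC80 ATP and 100% = DMSO alone without ATP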
M1 ag: human M1 muscarinic receptor agonism. P11229. CHO-K1 hM1, Fluo-8 calcium fluorescence, agonist mode; 0% DMSO, 100% acetylcholine EC100. activation, % at 3 µM. 0.33% of 360,000 active;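 active = activation above the run's mean compound activation plus 3 SD, cut at about 16% in these data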;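 also: peak over basal fluorescence ratio within a 140 s kinetic read after compound addition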
CHO-K1 Ca ag: counter-screen for M1 agonists: effect in parental CHO-K1 cells; Fluo-8 calcium fluorescence; scaled to maximal ATP response, vehicle zero; activation, % at 3 µM; 0.48% of 360,000 active; in the data active = activation above about 15%;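 also: untransfected CHO-K1 host cells lacking M1 receptor as counterscreen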
CHO-K1 Ca PAM: counter-screen for M1 PAMs: effect in parental CHO-K1 cells; ATP EC20, Fluo-8 calcium fluorescence; 0% at ATP EC20, 100% at ATP max; activation, % at 3 µM; 0.02% of 360,000 active;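 active = activation above the run cutoff, the mean activation of all test compounds plus 3 SD, cut at about 40% in these data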;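 also: peak over basal fluorescence ratio in a 140 s read after ATP addition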
An asterisk follows results filed as active; . = no result given.

SMILES	TAAR1 antag	TAAR1 ag	V1aR counter	CHO parental Ca	OXTR potentiator	CHO-K1 Ca antag	M1 ag	CHO-K1 Ca ag	CHO-K1 Ca PAM
CCCCOC(=O)Cn1c(=N)n(CCN2CCOCC2)c2ccccc21	5	12	-0.5	2	2	-8	-7	0.5	16
O=C(O)c1ccc2cccnc2c1O	-19	0	1.8	-5	-4	-12	-2	0.9	17
O=C(NC1=NCCS1)c1ccncc1	-9	11	0.1	-3	-6	1	-3	0.1	7
Cc1c(-n2c(SCC(=O)NC(C)C)nc3ccccc3c2=O)c(=O)n(-c2ccccc2)n1C	-9	1	0.4	3	-2	-6	-3	0.3	6
CCCCNC(=O)c1ccc2c(c1)ncn2C1CCCC1	9	0	0.6	-7	2	-9	-6	1.9	20
COc1ccc(-c2nnc(SCC(=O)NCc3cccs3)n2C)cc1	7	4	0.2	-7	2	-11	-1	0.1	20
COP1(=O)C=C[C@H](N(Cc2ccccc2)S(=O)(=O)c2ccccc2[N+](=O)[O-])[C@@H](C)O1 (some centres not stated)	0	3	1.2	-18	7	-6	-2	0.5	1
Cc1cc(C)c(S(=O)(=O)c2cc(F)ccc2C)c(Cl)n1	2	-1	-1.3	-2	-14	-7	-5	-0.6	10
COc1ccc(CNC(=O)CCS(=O)(=O)c2ccc3c(c2)NC(=O)C(C)S3)cc1 (configuration not stated)	-14	16	4.3	-18	-2	1	0	2.9	-8
COc1ccc2[nH]cc(C(O)CN3CCN(c4ccccc4F)CC3)c2c1 (configuration not stated)	-3	3	4.1	-6	-5	-4	-2	3.2	8
CCn1cc(C(=O)NCCCO)c(=O)c2cc(F)c(N3CCN(C)CC3)cc21	1	-1	1.1	-6	-18	-10	-9	0.6	5
Cc1ccc(S(=O)(=O)N2CCOCC2)cc1C(=O)OCC(=O)N1CCc2ccccc2C1	25	8	.	.	.	-10	-2	2.7	23
Cc1ccc(-n2nc3c(c2NC(=O)/C=C\c2ccc4c(c2)OCO4)CSC3)cc1	-12	0	0.2	-8	-5	3	-5	-0.1	4
OC(COc1ccc(Cl)cc1)CN1C2=NCCCN2c2ccccc21 (configuration not stated)	-12	8	3.6	-19	-8	1	-4	0.7	6
O=NN(CCCl)C(=O)NCC1=C[N+](=O)CC=C1	-23	3	.	.	.	-8	.	1.1	4
COc1cc(NC(=O)c2ccccc2OCc2ccccc2)cc(OC)c1OC	61*	7	-0.9	-14	-5	2	-2	3.7	16
CCN(CC)CCNC1=NCCn2c1cc1cc(OC)ccc12	5	0	-0.2	-20	-4	-6	-4	-0.1	14
CCOC(=O)c1c(C)[nH]c(C(=O)Cn2nnc(-c3ccccc3)n2)c1C	12	10	3.0	-10	-11	-17	-2	0.6	14
O=[N+]([O-])c1cccc(C2Nc3ccccc3CO2)c1 (configuration not stated)	-8	0	.	.	.	-2	0	0.2	-1
CCc1cc2cc(C)ccc2nc1SCC(=O)NNC(=O)c1ccco1	-15	-6	0.0	-14	-11	1	-4	-0.9	-16
O=C(CN1C(=O)NC2(CCCCC2)C1=O)Nc1cccc(Cl)c1Cl	10	2	0.2	-12	0	-16	-2	0.5	14
COC(=O)c1c(NC(=O)C2CC=CCC2C(=O)O)sc2c1CCCCC2 (configuration not stated)	-20	0	0.4	-14	-13	-2	-4	0.1	-2
CCc1cccc(C)c1NC(=S)N1CCCC1C(=O)O (configuration not stated)	4	4	-0.1	-5	-9	0	-6	-0.1	19
O=C(NC1CCCCC1)C1CCN(c2nnnn2-c2ccccc2)CC1	2	5	1.1	-1	-8	-3	-5	1.1	17
CC1=NOC(=O)/C1=C/c1ccc2c(c1)OCO2	31	1	-0.2	-7	-15	-18	-6	0.0	22

(next part)
SMILES	TAAR1 antag	TAAR1 ag	V1aR counter	CHO parental Ca	OXTR potentiator	CHO-K1 Ca antag	M1 ag	CHO-K1 Ca ag	CHO-K1 Ca PAM
O=C(CCC(=O)N1CCSc2ccccc21)NCc1cccc(Cl)c1	6	6	4.7	-11	-10	3	0	4.1	0
Cc1oc(-c2ccc(Cl)cc2)nc1CS(=O)CC(=O)NCCCN1CCN(Cc2ccccc2)CC1 (configuration not stated)	2	-1	2.9	18	-9	-1	-1	12	9
NS(=O)(=O)c1ccc(CCNC(=O)c2ccncc2)cc1	-3	-1	0.0	3	-6	12	4	-0.6	-21
Cc1ccc2c(c1)N(Cc1cccc(Cl)c1)C(=O)c1cccnc1O2	-15	3	0.1	-24	-13	3	-9	0.2	15
O=C(NC(=S)Nc1cccc2cccnc12)c1ccccc1	0	13	1.0	-14	-13	-3	-2	0.5	9
O=C(c1cccs1)N(CCN1CCCCC1)CC1CCCN(C2CCCC2)C1 (configuration not stated)	2	0	-0.6	-11	-14	-14	-5	-0.1	-4
CC1(C(=O)NNC(=O)c2ccc([N+](=O)[O-])cc2)CC1(Br)Br (configuration not stated)	-12	0	1.6	3	-4	-12	0	0.6	11
CCc1cc2c(=O)[nH]c(N3CCCC3)nc2s1	1	-2	-0.2	1	-5	-9	-3	1.2	23
COc1ccc(CCNS(=O)(=O)c2cccc([N+](=O)[O-])c2)cc1OC	-11	2	0.9	6	-9	2	-4	0.8	-4
CCS(=O)(=O)c1nc2ccccc2n1Cc1ccccc1Cl	-15	-1	-2.0	-10	-2	-3	-10	-0.1	10
CNc1snc(C)c1C(=O)OCC(=O)c1ccc(Cl)cc1	17	5	7.1	2	-10	16	-1	12	-8
COc1ccc(CN2CC(C(=O)NCCC(C)C)CC2=O)cc1 (configuration not stated)	-10	2	2.4	2	-2	-13	1	0.8	24
Cc1nc(S(=O)(=O)Cc2ccccc2Cl)nc2c1CCC2	-4	3	0.5	-11	-6	-8	-6	0.7	11
COC(=O)c1ccc(NC(=O)Cn2nc(C(=O)Nc3ccc(C)cc3)ccc2=O)cc1	8	0	0.0	-1	1	-22	-2	-0.6	15
CC[C@@H]1Cc2[nH][nH]c(=O)c2[C@H](c2ccc(Cl)cc2)O1	-2	3	.	.	.	-9	.	-0.5	7
COc1cc(C(=S)N2CCCC2)ccc1OS(=O)(=O)c1ccc(NC(C)=O)cc1	7	7	7.0	-10	-9	-6	-6	8.5	17
O=C(O)CCn1cc(/C=C2\NC(=S)N(c3ccccc3)C2=O)c(-c2ccc(Br)cc2)n1	0	-1	0.2	-8	0	-18	0	0.0	17
CCc1nnc(NC(=O)c2oc3ccc(Br)cc3c2C)s1	-12	0	-0.3	4	-5	-14	-3	0.2	21
Cc1ccccc1C(=O)c1cccn1CC(=O)N1CCCCC1	8	0	0.4	-9	-9	-5	-2	0.5	-4
O=c1[nH]c2ccc(Br)cc2c(-c2ccccc2)c1CN1CCOCC1	-15	28	1.2	2	-3	5	-5	0.3	7
CC1=CCP(=O)(c2ccccc2)C1 (configuration not stated)	-17	3	0.6	-7	1	-3	-3	0.3	-2
O=C(CCCl)N(Cc1nc2ccccc2c(=O)[nH]1)Cc1cccs1	4	1	1.3	-11	-5	-12	-6	5.4	17
CCC(C)c1ccc(NC(=O)c2cccs2)cc1 (configuration not stated)	-3	7	-0.3	-12	-2	-7	-7	4.2	29
Cc1ccc(NC(=O)COC(=O)c2ccc(OCc3c(C)noc3C)cc2)cc1S(=O)(=O)N1CCOCC1	-23	6	2.6	-6	0	12	-2	0.1	-10
CCN(CC(=O)Nc1ccc2c(c1)OCCO2)S(=O)(=O)c1ccccc1	-9	4	0.2	-2	-9	-9	-1	3.7	12

Looked up by structure from the entries so far (two):
SMILES	TAAR1 antag	TAAR1 ag	V1aR counter	CHO parental Ca	OXTR potentiator	CHO-K1 Ca antag	M1 ag	CHO-K1 Ca ag	CHO-K1 Ca PAM
CCc1cc2c(=O)[nH]c(N3CCCC3)nc2s1	1	-2	-0.2	1	-5	-9	-3	1.2	23
CCN(CC(=O)Nc1ccc2c(c1)OCCO2)S(=O)(=O)c1ccccc1	-9	4	0.2	-2	-9	-9	-1	3.7	12

The results go on.
SMILES	TAAR1 antag	TAAR1 ag	V1aR counter	CHO parental Ca	OXTR potentiator	CHO-K1 Ca antag	M1 ag	CHO-K1 Ca ag	CHO-K1 Ca PAM
CCOC(=O)c1c(C)n(C)c2cc(OCCN(CC)CC)ccc12	-23	7	-0.5	-3	-3	2	-7	-0.6	-3
COc1cccc(NC(=O)C(Sc2nnc3ccccn23)c2ccccc2)c1 (configuration not stated)	-1	-1	0.7	-11	4	-3	-6	0.0	8
Cc1nn(C(C)CC(=O)O)c(C)c1Br (configuration not stated)	-24	-2	-0.1	-3	-1	-23	1	0.2	14
COC(=O)c1ccc(CSC2=NC[C@@H]3[C@@H]4C(=O)N(Cc5ccccc5)C(=O)[C@@H]4[C@](Cc4ccccc4)(C(=O)OC)N23)cc1	3	1	.	-16	.	-2	-2	1.4	3
CSc1ccccc1OCc1cc(C(=O)NCC(C)Oc2cccnc2)no1 (configuration not stated)	22	1	.	.	.	-11	-4	4.4	9
Cc1ccc(NCc2nnc(SCC(=O)N3c4ccccc4Sc4ccccc43)o2)c(C)c1	-7	1	-0.5	-8	-3	11	-7	0.1	-12
CCn1c(C(C)NC(=O)Cc2ccccc2)nc2ccccc21 (configuration not stated)	3	9	-0.2	-18	-10	-20	-5	-0.3	20
Cc1cc2c3c(c1)C(C)CC(C)(C)N3C(=O)C2=O (configuration not stated)	-15	5	-1.9	-3	4	-16	-2	0.8	21
Cc1ccc(C(C(=O)NCc2ccccc2)N(Cc2ccco2)C(=O)c2snc(C(N)=O)c2N)o1 (configuration not stated)	71*	14	-1.1	-27	-7	5	-2	6.5	1
Cc1ccc(S(=O)(=O)N(C)CC(=O)Nc2ccccc2)cc1	-7	11	-0.4	-6	-1	-4	-3	0.2	16
COc1ccc(OC)c(NC(=O)C(Sc2ccccc2)c2ccccc2)c1 (configuration not stated)	36	16	-0.8	27	-15	-3	-4	0.7	12
COc1cccc(C2=CC(c3cccc(OC)c3OC(F)F)n3nnnc3N2)c1 (configuration not stated)	5	-2	-0.5	1	-9	1	-5	1.1	6
C/C(CC(=O)Nc1cc(C)ccn1)=N\NC(=O)c1ccncc1	-20	2	0.7	2	-3	7	-1	-0.1	3

An excerpt from above in order of the M1 ag value, lowest first:
structure | TAAR1 antag | M1 ag
Cc1ccc(NCc2nnc(SCC(=O)N3c4ccccc4Sc4ccccc43)o2)c(C)c1 | -7 | -7
COc1cccc(NC(=O)C(Sc2nnc3ccccn23)c2ccccc2)c1 (configuration not stated) | -1 | -6
CCn1c(C(C)NC(=O)Cc2ccccc2)nc2ccccc21 (configuration not stated) | 3 | -5
Cc1cc2c3c(c1)C(C)CC(C)(C)N3C(=O)C2=O (configuration not stated) | -15 | -2
C/C(CC(=O)Nc1cc(C)ccn1)=N\NC(=O)c1ccncc1 | -20 | -1
